D1 agonist – activates the human D1 dopamine receptor; P21728; HEK293 T-REx D1 cells, calcium flux, agonist mode; activation, % at 2 µM; hit rate 1% among 360,000; AID 504660; in the data active = activation above about 30%; also: 0% is about no effect
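Inducible HEK293 T-REx D1 cells, force-coupled to calcium signalling, were plated at 4000 cells/well with tetracycline and held overnight at 30 C. After no-wash calcium dye loading, compound-evoked calcium rise over 180 s flagged agonists.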
GRP78 ERSR act – ER stress response induction in glioma; U87-MG GRP78 promoter luciferase reporter, 16 h; Potency, µM, without a hit: top-dose activation, usual class: activators; hit rate 0.02% among 420,000; also: potency is read from the fitted curve at half-maximal effect; series mostly up to about 76 µM; % of control where 0% means no effect; nearly all actives have a fitted effect of over 35% in size
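Stably transfected U87-MG glioma cells carrying a GRP78-based luciferase sensor; 16 h compound incubation. Luminescence end-point read 10 min after Bright-Glo addition at room temperature.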
Vif-APOBEC3F blk – Vif-A3F binding inhibition. HeLa A3F-eYFP + Vif (tagged APOBEC3F with the HIV-1 protein that degrades it), YFP fluorescence increase. Potency, µM (top dose mostly 46.1 µM), for inactives: at the highest dose activity, negative = active. hit rate 0.2% among 390,000. AID 602313; also: potency is read from the fitted curve at half-maximal effect; % of control where 0% means no effect; nearly all actives have a fitted effect of over 65% in size
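HeLa cells stably expressing A3F-eYFP plus Vif, plated and incubated overnight at 37 deg C, then exposed to compounds overnight at 37 deg C. Blocked degradation read as raised yellow fluorescence (Ex 488/Em 500-530).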
D2 PAM – D2 dopamine receptor (human) potentiation | AID 485347 | potentiation, % at 10 µM | hit rate 0.34% among 340,000 | P14416 | HEK293 T-REx D2, calcium flux, EC20 dopamine potentiation;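 active = potentiation over 3 SD above the plate norm, cut at about 30% in these data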; also: 0% is about no effect
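Tetracycline-induced Hek293 Trex D2 cells, force-coupled to calcium, loaded with no-wash calcium dye. Compound added with 180 s kinetic read for agonism, then EC20 dopamine and a further 180 s read for potentiation.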
D1 antagonist – human D1 dopamine receptor antagonism. P21728. HEK293 TREx D1 cells, calcium flux, dopamine EC80; active compounds read low. activity change, negative = inhibition, % at 10 µM. hit rate 3.2% among 360,000. AID 504652; in the data active = activity change below about -30%; also: % is scaled to controls: 0 for no effect and ±100 for the full control effect
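Inducible Hek293 Trex D1 cells (tetracycline, overnight, 30 C). Calcium dye 30–90 min RT. Antagonist mode: EC80 dopamine added after 180 s compound read.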
RXFP1 agonist – RXFP1 (human) receptor agonism; Q9HBX9; HEK293T-RXFP1 cAMP TR-FRET, 30 min; response scale: percent of porcine relaxin response, buffer zero; Potency, µM (series often up to 57.5 µM), for inactives: at the highest dose activation, actives largely listed as activators; hit rate 0.3% among 370,000; AID 2676; also: potency is read from the fitted curve at half-maximal effect; % is scaled to controls: 0 for no effect and ±100 for the full control effect; nearly all actives have a fitted effect of over 60% in size; many of its hits are not listed in these tables
Target sequence (Q9HBX9 whole entry, looked up): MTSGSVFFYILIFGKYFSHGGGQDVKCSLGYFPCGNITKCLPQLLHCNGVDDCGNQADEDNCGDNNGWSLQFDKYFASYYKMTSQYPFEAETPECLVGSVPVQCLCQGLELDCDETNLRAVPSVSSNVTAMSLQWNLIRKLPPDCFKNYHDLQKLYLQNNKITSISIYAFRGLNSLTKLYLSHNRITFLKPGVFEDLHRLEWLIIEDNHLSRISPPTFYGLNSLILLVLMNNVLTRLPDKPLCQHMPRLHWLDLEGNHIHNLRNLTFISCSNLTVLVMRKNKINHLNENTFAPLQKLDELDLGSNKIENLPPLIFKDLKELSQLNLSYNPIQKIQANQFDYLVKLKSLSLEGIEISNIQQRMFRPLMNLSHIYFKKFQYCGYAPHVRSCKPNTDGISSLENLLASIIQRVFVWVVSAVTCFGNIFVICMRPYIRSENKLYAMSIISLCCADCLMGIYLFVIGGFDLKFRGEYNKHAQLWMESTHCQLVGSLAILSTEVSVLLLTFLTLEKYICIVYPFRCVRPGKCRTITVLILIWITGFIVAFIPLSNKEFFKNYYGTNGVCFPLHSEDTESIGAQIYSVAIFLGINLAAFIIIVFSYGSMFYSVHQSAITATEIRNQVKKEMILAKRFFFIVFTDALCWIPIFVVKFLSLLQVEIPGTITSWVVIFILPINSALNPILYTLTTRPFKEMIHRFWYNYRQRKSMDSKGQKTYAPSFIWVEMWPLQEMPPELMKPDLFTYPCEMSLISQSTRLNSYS
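HEK293 cells stably expressing RXFP1, treated 30 min at 37C with compounds plus PDE4 inhibitor Ro 20174; cAMP measured by HTRF TR-FRET. Normalized to buffer and 29 nM porcine relaxin; EC50 by Hill fit.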
RXFP1 antagonist – antagonists of human relaxin receptor RXFP1 | Q9HBX9 | HEK293-RXFP1, relaxin-stimulated cAMP HTRF, 30 min; active compounds read low | activity change, negative = inhibition, % at 57.5 µM | hit rate 0.59% among 350,000;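 active = activity change of -60% or lower, but not beyond a set lower limit; inconclusive = change between -60% and -40%, or beyond the set limit; inactive = change above -40%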; also: % is scaled to controls: 0 for no effect and ±100 for the full control effect
Vif-A3G inh – Vif-A3G binding inhibition. HeLa A3G-eYFP + Vif (tagged APOBEC3G with the HIV-1 protein that degrades it), YFP fluorescence, overnight. hit rate 0.076% among 410,000. Q9HC16. Potency, µM (highest dose often 46.1 µM), for inactives: at the top dose activity, negative = active, actives largely listed as inhibitors;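 also: potency is read from the fitted curve at half-maximal effect; % is scaled to controls: 0 for no effect and ±100 for the full control effect; nearly all actives have a fitted effect of over 60% in size; hits raise eYFP signal because A3G escapes Vif-driven loss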
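Read-out is eYFP fluorescence (Ex 488/Em 500-530) from Vif-expressing HeLa A3G-eYFP cells; more signal means A3G escaped Vif-mediated degradation. Cells plated overnight, compound pinned in, incubated overnight at 37 deg C.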
D1 PAM – enhances dopamine response at the human D1 receptor; P21728; HEK293 TREx D1 cells, calcium flux, dopamine EC20 potentiation; potentiation, % at 10 µM; hit rate 0.036% among 360,000; AID 504651; in the data active = potentiation above about 30%; also: 0% is about no effect
* = called active by the depositor; ? = inconclusive; nt = no result given; & = joins results of further samples. Unless noted, calls follow the shape of the dose curve; as a rule, active = well fitted curve in the direction sought with a large enough effect; inconclusive = small, poorly fitted or top-dose-only effect, or another doubt; inactive = no such curve, though single readings can be large; an effect the other way counts as inactive or inconclusive.

SMILES	D1 agonist	GRP78 ERSR act	Vif-APOBEC3F blk	D2 PAM	D1 antagonist	RXFP1 agonist	RXFP1 antagonist	Vif-A3G inh	D1 PAM
CCCNC(=O)C1CN(S(=O)(=O)c2ccc(C)cc2)c2ccccc2O1 (configuration not stated)	0	-2%	9%	-3	-6	1.9%	-8	-8%	-8
COc1ccc(CCNC(=O)N[C@@H](Cc2ccccc2)C(=O)O)cc1	0	-4%	-1%	9	2	-0.8%	9	-3%	3
O=[N+]([O-])c1cc(-c2nc(-c3ccccc3)no2)ccc1NCc1cccnc1	2	-6%	-16%	1	1	-2.6%	nt	0%	-1
O=C(CSc1nnc(-c2ccco2)n1Cc1ccco1)NCc1cccs1	-1	-3%	-1%	18	2	2.4%	2	0%	-2
CCCCN(C)C(=O)c1cc2cc([N+](=O)[O-])cc(OC)c2oc1=O	-2	?	-1%	-3	10	-0.6%	1	-6%	1
CCN1CCC(n2nccc2NC(=O)c2ccccc2Cl)CC1	nt	7%	2%	nt	nt	nt	-5	-1%	nt
COc1cccc(C(=O)Nc2c(C)n[nH]c2C)c1	0	-1%	-22%	3	0	1.4%	-4	0%	1
CC(C)(C)c1ccc(OCC(=O)NNC(=O)Cc2cccs2)cc1	1	-1%	-11%	-6	3	0.8%	nt	-3%	-3
COC(=O)c1sccc1NC(=O)CSc1ccccc1NC(=O)CNC(C)C	1	-4%	18%	12	nt	-0.7%	13	-3%	-8
COc1cccc(C2C(C(=O)Nc3ccc(Cl)cc3)=C(C)Nc3c(C(=O)Nc4ccccc4)cnn32)c1OC (configuration not stated)	4	-4%	-6%	-6	-9	-0.3%	-24	-2%	-1
NC(=O)c1ccsc1NC(=O)CN1C(=O)C2CC=CCC2C1=O (configuration not stated)	2	-1%	nt	-3	-12	2.0%	-12	-8%	-1
CCOc1cc(C)c(Cl)cc1S(=O)(=O)n1nnc2ccccc21	2	-2%	0%	-12	-42*	0.5%	-6	1%	-3
C=CCn1c(SCc2ccccc2C#N)nnc1-c1cc(Br)ccc1O	3	-2%	1%	-4	25	-0.4%	-11	1%	10
CCOc1cc(Br)ccc1S(=O)(=O)N1CC(C)OC(C)C1 (configuration not stated)	3	2%	-7%	0	23	-1.2%	5	0%	-6
COc1ccc(NC(=O)NNC(=O)c2ccccc2-n2cccc2)cc1OC	2	1%	-7%	nt	6	-1.2%	-16	0%	-5
O=C(CN1C(=O)NC2(CCc3ccccc32)C1=O)c1ccc(F)cc1 (configuration not stated)	4	-4%	2%	-9	-3	0.6%	-10	-16%	1
Cc1ccc(OCCCSc2nc(-c3ccc(C(C)(C)C)cc3)nc3cc(=O)[nH]n23)cc1C	0	-2%	0%	12	-19	0.2%	-12	-17%	1
CC(=O)Nc1ccc(S(=O)(=O)Nc2nc3ccccc3nc2Nc2ccc3ccccc3c2)cc1	5	13%	?	-2	-2	1.4%	nt	-14%	-3
CCCC(=O)Nc1nnc(CCc2ccccc2)s1	3	-1%	-23%	5	7	3.2%	6	2%	-2
CCNC(=S)Nc1cc2oc3ccccc3c2cc1OC	3	16%	1%	-13	-5	0.2%	5	2%	-7
C=CCOc1ccc(/C=N/NC(=O)C2CCCC2)cc1OCC	-2	4%	2%	2	-6	3.1%	5	1%	-2
Cc1cc(C(=O)Nc2ccc(Cl)cc2)c(C)n1-c1ccccc1	1	-11%	-10%	-13	-23	0.2%	-39	-3%	-3
COc1cc(C)ccc1OCCCOc1ccccc1Br	7	2%	-6%	nt	-1	1.2%	-3	-15%	0
CC(C)(C)C(=O)Nc1ccc(-c2nc3ccc(NC(=O)C(C)(C)C)cc3[nH]2)cc1	-1	3%	-28%	2	-11	10%	-8	-23%	-2
Cc1c(NC(=S)NC(=O)c2ccc(COc3ccccc3)cc2)cccc1C(=O)O	2	-2%	2%	-15	-13	1.3%	?	0%	1
Cc1ccc(/C(O)=C2/C(=O)C(=O)N(CCCn3ccnc3)C2c2cccnc2)cc1 (configuration not stated)	nt	-4%	-15%	nt	nt	nt	-2	0%	nt
CC(C)n1cnnc1SCC(=O)Nc1cccnc1Cl	nt	-5%	5%	nt	nt	nt	2	3%	nt
CCCC(=O)Nc1nn(CC(C)C)c2nc3cc(C)ccc3cc12	0	-1%	7%	-5	-5	0.5%	4	-6%	1
Cc1ccc(C2(C(F)(F)F)NC(=O)N3CCN=C3S2)cc1 (configuration not stated)	3	-4%	-4%	13	-2	3.2%	-17	0%	0
Cc1nnc(NC(=O)C2CC(=O)N(c3ccccc3)C2)s1 (configuration not stated)	1	-2%	-11%	nt	11	-3.5%	-11	2%	-3
O=C(Cn1c(=O)sc2ccccc21)Nc1nc2c(s1)CCCC2	13	-4%	-10%	-5	22	1.1%	-13	0%	1
Cc1ccc(C(=O)N2c3ncnn3C3(CCCCC3)[C@@H]3CCCC[C@@H]32)cc1	0	-2%	0%	-7	-3	-2.0%	-31	-2%	0
Cc1ccccc1OCC(=O)OCC(=O)c1ccc(OCc2ccccc2)cc1	55*	9%	1%	1	16	4.0%	-3	-2%	-4
O/N=C1\CCCC\C1=C/c1ccccc1	4	-2%	0%	5	11	0.4%	-1	0%	-2
CC(NC(=O)C1CCN(S(=O)(=O)c2ccccc2)CC1)c1ccccc1 (configuration not stated)	1&1	1%&-1%	2%&-5%	-6&-2	21&13	-0.5%&0.4%	-1&2	-2%&-3%	8&-4
CCOC(=O)c1ccc(NC(=O)CSc2nccn2C)cc1	0	5%	-9%	1	0	0.2%	-7	1%	-6
CCCCn1c(N)c(N(CC(C)C)C(=O)c2ccc([N+](=O)[O-])o2)c(=O)[nH]c1=O	2	-4%	-8%	11	28	-0.2%	4	2%	2
COc1ccc(C(CC(=O)N2CCOCC2)c2c(O)cc(OC)cc2OC)cc1 (configuration not stated)	0	-5%&-1%	1%	-5	-4	-0.8%	nt	0%&1%	-4
Cn1c(=O)c2c(nc(N3CCOCC3)n2CCc2ccccc2)n(C)c1=O	2	0%	5%	11	1	6.3%	8	1%	-4
O=C(COc1ccc2ccc(=O)oc2c1)Nc1ccc2c(c1)OCCO2	0	0%	-3%	-1	-2	3.4%	8	-1%	-1

Looked up by structure from the entries so far (2):
SMILES	D1 agonist	GRP78 ERSR act	Vif-APOBEC3F blk	D2 PAM	D1 antagonist	RXFP1 agonist	RXFP1 antagonist	Vif-A3G inh	D1 PAM
O=C(COc1ccc2ccc(=O)oc2c1)Nc1ccc2c(c1)OCCO2	0	0%	-3%	-1	-2	3.4%	8	-1%	-1
CC(C)n1cnnc1SCC(=O)Nc1cccnc1Cl	nt	-5%	5%	nt	nt	nt	2	3%	nt

Next structures follow.
SMILES	D1 agonist	GRP78 ERSR act	Vif-APOBEC3F blk	D2 PAM	D1 antagonist	RXFP1 agonist	RXFP1 antagonist	Vif-A3G inh	D1 PAM
Cn1c(=O)c2c(nc(CN3CCC(C(N)=O)CC3)n2Cc2c(Cl)cccc2Cl)n(C)c1=O	5	0%	-3%	13	10	3.2%	19	0%	-1
CC(Nc1ccccc1)c1ccncc1 (configuration not stated)	0	2%	0%	2	0	0.8%	-1	3%	-3
COc1cccc(NC(=O)CCc2nc3c(C)nn(-c4ccc(C)cc4)c3n(C)c2=O)c1	-1	-2%	4%	0	-1	6.6%	-2	-3%	0
CC(C)(C)NC(=O)NCCc1ccccc1	2	-5%	-2%	-3	9	-1.3%	-23	-5%	-4
CN(c1ccccc1C(=O)N1CCc2ccccc2C1)S(C)(=O)=O	4	-2%	-12%	-11	3	1.8%	-7	0%	10
COc1ccccc1N1CCN(C(=O)c2ccc(CN3CCOCC3)cc2)CC1	0	-3%	-9%	0	1	-1.5%	8	-1%	-3
Cc1ccc(C(=O)Nc2ccc3oc(-c4ccc(C(C)(C)C)cc4)nc3c2)cc1	29	-3%	3%	4	2	4.9%	-6	3%	1
CCOC(=O)c1c(-c2ccco2)csc1NC(=O)COC(=O)c1cnc(C)cn1	0	-5%	-5%	5	14	1.5%	-18	0%	-5
COc1ccc(OC)c(NC(=O)c2cccc(Cn3cc(Br)c([N+](=O)[O-])n3)c2)c1	3	-2%	-12%	-2	-20	1.2%	5	-7%	9
O=C(Nc1ccccc1F)C1CCN(C(=O)NCc2ccccc2)CC1	2	-1%	1%	-6	3	-3.1%	-7	0%	-4
Cc1ccccc1-n1ncc2c1CC(C)(C)CC2NC(=O)CCN1Cc2ccccc2C1=O (configuration not stated)	2	-1%	2%	8	24	0.9%	9	-1%	-1
COc1ccc(OCC(O)Cn2c(Nc3cccc(C)c3)nc3c2c(=O)n(C)c(=O)n3C)cc1 (configuration not stated)	3	-4%	-7%	nt	18	0.1%	-15	0%	-1
CCOCCCNC1=C(Cl)C(=O)c2ccccc2C1=O	2	3%	-4%	-7	2	0.2%	nt	-22%	7
CCOc1ccc(/C=C/c2nc(C#N)c(N3CCN(c4ccc(OC)cc4)CC3)o2)cc1	-1	-2%	2%	-1	6	1.1%	8	-8%	2
CCC1(C)Cc2ccccc2C(Nc2c(C)n(C)n(-c3ccccc3)c2=O)=N1 (configuration not stated)	0	-3%	-1%	-2	2	-0.1%	7	-1%	-3
COc1ccc(N2C(=O)C3CCCN3C2c2cccc(C)c2)cc1Cl (configuration not stated)	-1	0%	14%	-2	8	1.1%	-6	-8%	3
O=C(CCl)NCc1c(Cl)cccc1-n1cccc1	3	-1%	4%	0	6	4.4%	-6	0%	-2
Cc1cc(-n2c(C)cc(C(=O)CSc3nc4ccccc4c(=O)n3Cc3ccco3)c2C)no1	6	2%	-3%	-5	13	-1.0%	-1	0%	2
O=C(Cn1c(=O)cnc2ccccc21)N1CCN(S(=O)(=O)c2ccc(F)cc2)CC1	3	-1%	-3%	-6	-19	1.1%	-15	-1%	-4
COc1ccc(CCNc2ncnc3sc(C)cc23)cc1OC	22	2%	-11%	-4	-8	-0.2%	-18	0%	-3
CN1C(=O)Cc2cc(S(=O)(=O)NCc3c(F)cccc3Cl)ccc21	0	0%	-9%	nt	9	-0.3%	-39	-6%	3
O=C(Nc1ccc(Cl)c(Cl)c1)c1csc(-c2ccccc2)n1	4	-7%	-6%	5	6	0.4%	-2	-8%	4

This is a subset. The share of hits here may be higher or lower than overall.
